# TRPC6 act: activators of mouse TRPC6 channel; Q61143; HEK293-TRPC6 membrane potential dye fluorescence; active compounds read high; B-score at 10 µM; 310,000 compounds, 0.13% hits; AID 2550;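 active = B-score of the integrated fluorescence ratio above library mean plus 3 SD, and starting fluorescence ratio within library mean plus 5 SD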;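 also: higher score means more depolarization so channel activation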
# TRPC4 block: inhibitors of mouse TRPC4 channel. Q9QUQ5. HEK293 TRPC4beta/mu-opioid, DAMGO-evoked Fluo4 calcium flux; active compounds read low. B-score at 10 µM. 300,000 compounds, 0.39% hits;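 active = B-score over 3 SD under the library average, no early fluorescence shift, positive overall ratio signal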
#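 Signal: kinetic Fluo4 fluorescence imaging of calcium influx. Material: stable TRPC4beta/mu-opioid receptor HEK293 cells. Probe or stimulus: DAMGO in two steps, submaximal then maximal.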
# TMEM16A act: mouse TMEM16A channel activation, primary screen | 340,000 compounds, 0.3% hits | HEK293 TMEM16A/YFP-H148Q/I152L, iodide quench fluorescence; active compounds read low | B-score at 10 µM | Q8BHY3;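 active = fluorescence-ratio B-score plate-corrected deviation score at least 3 library SD below zero, with starting fluorescence score within 5 deviations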;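 also: channel opened by trigger with iodide after compound preincubation; score built on the fluorescence ratio of max minus min over baseline; more negative score means more quench and so TMEM16A activation or potentiation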
# Target sequence (Q8BHY3 whole entry, looked up): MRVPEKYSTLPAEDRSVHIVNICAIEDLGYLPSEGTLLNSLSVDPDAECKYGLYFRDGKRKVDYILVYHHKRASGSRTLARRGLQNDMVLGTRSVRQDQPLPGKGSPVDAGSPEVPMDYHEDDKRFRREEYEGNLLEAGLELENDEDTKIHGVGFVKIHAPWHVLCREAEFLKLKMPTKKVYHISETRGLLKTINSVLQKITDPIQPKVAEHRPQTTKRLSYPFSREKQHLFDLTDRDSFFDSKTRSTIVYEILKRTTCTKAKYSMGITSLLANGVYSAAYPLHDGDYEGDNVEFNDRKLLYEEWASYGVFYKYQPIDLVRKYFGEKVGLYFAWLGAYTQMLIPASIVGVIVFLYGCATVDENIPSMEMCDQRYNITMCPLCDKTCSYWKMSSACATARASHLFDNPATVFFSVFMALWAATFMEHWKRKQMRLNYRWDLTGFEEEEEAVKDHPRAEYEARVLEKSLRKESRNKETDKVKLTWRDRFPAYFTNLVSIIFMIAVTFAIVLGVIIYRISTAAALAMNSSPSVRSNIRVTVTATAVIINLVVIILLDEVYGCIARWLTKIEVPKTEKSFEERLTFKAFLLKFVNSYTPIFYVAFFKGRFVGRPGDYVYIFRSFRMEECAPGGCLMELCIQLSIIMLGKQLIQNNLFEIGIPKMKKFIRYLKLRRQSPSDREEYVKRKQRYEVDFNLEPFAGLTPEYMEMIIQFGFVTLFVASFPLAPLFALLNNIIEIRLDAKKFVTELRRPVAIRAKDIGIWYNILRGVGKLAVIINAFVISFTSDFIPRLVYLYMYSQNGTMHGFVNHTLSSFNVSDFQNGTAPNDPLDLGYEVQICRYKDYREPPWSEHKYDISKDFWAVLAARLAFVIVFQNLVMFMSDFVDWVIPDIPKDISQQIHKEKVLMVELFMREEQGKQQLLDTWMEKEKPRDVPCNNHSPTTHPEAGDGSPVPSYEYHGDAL
# MrgX1 antag: antagonists of human MrgX1 receptor | 310,000 compounds, 1.3% hits | MRGX1-HEK293 calcium flux, Fluo-4, BAM8-22 antagonism; active compounds read low | B-score at 10 µM | AID 588676;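 active = calcium-response B-score plate-corrected more than 3 library SD below zero, starting fluorescence within 5 deviations, no agonist response on first addition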;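 also: peak minus trough fluorescence over baseline after final BAM8-22 challenge near maximal dose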
# TRPC4 potent: allosterically enhances the mouse TRPC4 cation channel. Q9QUQ5. HEK293 TRPC4beta/mu-opioid, DAMGO EC20, Fluo-4 Ca2+ flux; active compounds read high. B-score at 10 µM. 310,000 compounds, 0.42% hits;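 active = B-score of calcium response area above 5 SD of library B-scores, with initial fluorescence ratio within 5 SD of library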;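 also: B-score of integrated fluorescence ratio over time as area under calcium response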
# MrgX1 ag: agonists of human MrgX1 receptor; MrgX1-HEK293 cells, Fluo-4 calcium fluorescence, agonist mode; active compounds read high; B-score at 10 µM; 310,000 compounds, 0.44% hits;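 active = calcium response B-score plate-corrected fluorescence ratio at least 3 library SD, with starting fluorescence B-score inside 5 SD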
#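 Material: HEK293 cells stably expressing human MrgX1 receptor | Quantity: 15,000 cells per well | Times: Cells plated overnight, dye loaded 0.5 h 37 °C, 0.5 h room temperature | Measured by: Kinetic Fluo-4 NW fluorescence of intracellular calcium | Control set: Positive and negative controls per plate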
# TRPC6 inhibitor: inhibitors of mouse TRPC6 channel; HEK293-TRPC6, membrane potential dye, ACh-evoked depolarization; active compounds read low; B-score at 10 µM; 310,000 compounds, 1.1% hits; AID 2553;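 active = B-score under library mean minus 3 SD, initial fluorescence not abnormally high, positive integrated signal ratio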;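 also: B-score derived from integrated fluorescence ratio over the kinetic read; more negative B-score means stronger inhibition of depolarization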
# ANO1 block: inhibitors of mouse TMEM16A calcium-activated chloride channel | Q8BHY3 | 310,000 compounds, 1.2% hits | HEK293 TMEM16A/YFP iodide influx fluorescence, ionomycin | normalized B-score (activity score, 25-100; higher = stronger inhibition) at 10 µM;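 active = ratio plate-corrected score three or more library SD toward inhibition, starting fluorescence score within five deviations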;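 also: score derived from kinetic fluorescence span divided by baseline fluorescence per well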
# SKKanGAS inh: SKKanGAS growth inhibition. AID 1662. 300,000 compounds, 1.3% hits. S. pyogenes SKKanGAS, kanamycin growth, BacTiter-Glo, 6 h. inhibition, % at 7.5 µM;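 active = mean replicate score, as percent of positive control median, at least 50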;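 also: strain carries kanamycin resistance gene driven by streptokinase promoter and grows in 40 µg/ml kanamycin; loss of luminescence reflects streptokinase promoter inhibition or plain growth inhibition; 0% = median of DMSO wells and 100% = positive control at its reference dose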
# MrgX1 allo act: allosterically activates human MrgX1 receptor signaling. Q96LB2. MrgX1-HEK293, Fluo-4 calcium flux, FDSS; active compounds read high. B-score at 10 µM. 310,000 compounds, 0.63% hits. AID 588675;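 active = plate-corrected calcium response at least 3 library SD above typical, normal starting fluorescence, not activating the receptor alone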;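 also: compound read alongside a low EC10 to EC30 dose of BAM8-22 agonist; peak minus trough fluorescence over baseline measured at the second addition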
# TRPC4 act: opens the mouse TRPC4 cation channel | Q9QUQ5 | HEK293 TRPC4beta/mu-opioid, Fluo4 calcium fluorescence; active compounds read high | B-score at 10 µM | 310,000 compounds, 0.49% hits | AID 2237;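 active = B-score above 5 SD of library B-scores, and initial fluorescence ratio not above library mean plus 5 SD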;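 also: positive B-score marks a calcium rise read as TRPC4 activation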
#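 Assay system: HEK293 stable line with TRPC4beta plus mu-opioid receptor. Times: dye 45 min RT, read 110 s. Measured by: kinetic Fluo4 calcium fluorescence. Measure: B score of integrated ratio. Controls: assay buffer as low control, maximal DAMGO as high control.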
# * = called active by the depositor; i = inactive; nt = not tested or not shown.
SMILES,TRPC6 act,TRPC4 block,TMEM16A act,MrgX1 antag,TRPC4 potent,MrgX1 ag,TRPC6 inhibitor,ANO1 block,SKKanGAS inh,MrgX1 allo act,TRPC4 act
CCN(CC)S(=O)(=O)c1ccc(C(=O)NCCCN=C2NS(=O)(=O)c3ccccc32)cc1,i,i,i,i,i,i,i,i,1.4,i,i
NC(=O)COc1ccccc1C1=NO[C@@](CC(=O)O)(C(=O)Nc2ccc3c(c2)OCCO3)C1,i,i,nt,i,i,i,i,i,2.3,i,i
C/C(=N\NC(=O)COc1ccc(C#N)cc1)c1ccccc1OC(F)F,i,i,i,i,i,i,i,i,-22.8,i,i
Cc1ccccc1-n1cnnc1SCC(=O)N1CCN(c2ccccc2)CC1,i,i,i,i,i,i,i,i,10.6,i,i
CCOc1ccc(OCc2ccc(C(=O)N3CCCC(C)C3)cc2)cc1 (centres undefined),i,i,i,i,i,i,i,i,-6.6,i,i
CNC(=O)CSc1nnc(-c2ccc(S(=O)(=O)N3CCCC3)cc2)n1-c1cccc(C)c1C,i,i,i,i,i,i,i,i,-2.4,i,i
CCN(CC)CCCNC(=O)CSc1nc2c(c(C(F)(F)F)n1)CCc1ccccc1-2,i,i,i,i,i,i,i,i,5.3,i,i
COc1ccc(CNC(=O)CSc2nc(-c3ccccc3)cc(-c3cccs3)c2C#N)cc1,i,i,i,i,i,i,i,i,4.4,i,i
Cc1cc(C)n(CCC(=O)N/N=C/c2ccc(Cl)c([N+](=O)[O-])c2)n1,i,i,i,i,i,i,i,i,19.8,i,i
COc1ccccc1NS(=O)(=O)c1cc(NC(=O)c2ccc(Cl)nc2)ccc1Cl,i,i,i,-14*,i,i,i,25*,24.2,i,i
O=c1[nH]c(CSc2nc(-c3ccccc3)cs2)nc2ccccc12,i,i,i,i,i,i,i,i,-5.0,i,i
O=C(OCC(=O)N(Cc1ccccc1)Cc1ccccc1)c1ccccc1NCCO,i,i,i,i,i,i,i,i,6.5,i,i
COc1cc(S(=O)(=O)N2CCN(C)CC2)c(OC)cc1Cl,i,i,i,i,i,i,i,i,-3.2,i,i
CCN(CC)c1ccc(C(=O)OCC(=O)N2CCN(c3ccccc3)CC2)cc1,i,i,i,i,i,i,i,i,-2.6,i,i
C=CCNC(=O)c1c(Cl)cccc1Cl,i,i,i,i,i,i,i,i,-7.1,i,i
Cc1ccc(C)c(NS(=O)(=O)c2ccc(-c3ccc(=O)[nH]n3)o2)c1,i,i,i,i,i,i,i,i,0.2,i,i
COC(=O)C1(CCSC)NC(c2ccco2)C2C(=O)N(C)C(=O)C21 (centres undefined),i,i,i,i,i,i,i,i,-1.6,i,i
Cc1ccc(S(=O)(=O)NCCCC(=O)O)cc1,i,i,i,i,i,i,i,i,5.3,i,i
CC(C)CNC(=O)CC(=O)NN=C1CCCC1,i,i,i,i,i,i,i,i,-7.7,i,i
CC(=C/c1ccccc1)/C=N/NC(=O)c1ccccn1,i,i,i,i,i,i,i,i,1.8,i,i
CCOC(=O)C(=O)Nc1cc(Cl)ccc1C,i,i,i,i,i,i,i,i,-0.4,i,i
Cc1ccc(OCC(=O)N2CCCC(CCC(=O)N(C)CCc3ccccn3)C2)cc1 (centres undefined),i,i,i,i,i,i,i,i,-12.1,i,i
Cc1ccc(C(=O)ONC(=O)c2ccc(Cl)cc2)cc1[N+](=O)[O-],i,i,i,i,i,i,i,i,-4.5,i,i
CCOC(=O)C1(CCOC)CCN(Cc2ccccc2-c2ccco2)CC1,i,i,i,i,i,i,i,i,-5.9,i,123*
COc1ccc(S(=O)(=O)N(CCCN2CCCC2=O)Cc2cc3c(C)ccc(C)c3[nH]c2=O)cc1,i,i,i,i,i,i,i,i,4.9,i,i
# Following part
SMILES,TRPC6 act,TRPC4 block,TMEM16A act,MrgX1 antag,TRPC4 potent,MrgX1 ag,TRPC6 inhibitor,ANO1 block,SKKanGAS inh,MrgX1 allo act,TRPC4 act
O=C(Cn1cnc2ccccc21)Nc1ccc(F)c(F)c1,i,i,i,i,i,i,i,i,-8.4,i,i
CC1CCC(C(C)C)C(=O)/C1=C/c1ccc(N)cc1 (centres undefined),i,i,i,i,i,i,i,i,6.2,i,i
COc1ccc(Cc2nc3ccc(C(=O)N4CCC[C@H]4CO)cc3o2)cc1,i,i,i,i,i,i,i,i,2.8,i,i
Cc1cccc(N/C(N)=N/c2nc(C)cc(=O)[nH]2)c1,i,i,i,i,i,i,i,i,9.2,i,i
O=C(O)CN1CCN(Cc2ccc(F)cc2Cl)C1=O,i,i,i,i,i,i,i,i,nt,i,i
CC(=O)Nc1c(NC(C)(C)C)c2ccccc2oc1=O,i,i,i,i,i,i,i,i,-5.0,i,i
O=c1[nH]c(SCCOc2ccccc2)nc2ccccc12,i,i,i,i,i,i,i,i,0.8,i,i
Fc1ccc(CSc2ccc(-c3ccc4c(c3)OCO4)nn2)cc1,i,i,i,i,i,i,i,i,-2.3,i,i
Cc1cccc(NC(=O)COC(=O)c2cc(C)oc2C)c1,i,i,i,i,i,i,i,i,-5.1,i,i
CCOC(=O)C1=C(c2ccccc2)NC(=O)N(C(C)=O)C1c1cccc([N+](=O)[O-])c1 (centres undefined),i,i,i,i,i,i,i,i,-24.3,i,i
Cc1nn(CC(C)C)c2sc(C(=O)NC3CC(C)(C)NC(C)(C)C3)cc12,i,i,i,i,i,i,i,i,1.0,i,i
Cc1ccc(Cc2cnc(NC(=O)CN3CCOCC3)s2)cc1Cl,i,i,i,i,i,i,i,i,14.3,i,i
Cc1ccc(N(Cc2cc3ccccc3[nH]c2=O)S(C)(=O)=O)cc1,i,i,i,i,i,i,i,i,5.4,i,i
COc1ccc(-n2c3c(cc(C(=O)Nc4cccc(C)n4)c2=O)C(=O)CC(C)(C)C3)cc1,i,i,i,i,i,i,i,i,nt,i,i
COc1cc(S(=O)(=O)Nc2ncn[nH]2)ccc1Cl,i,i,i,i,i,i,i,i,1.3,i,i
Cc1ccc2nc(-c3ccccc3)c(CC(=O)O)c(C(=O)O)c2c1,i,i,i,i,i,i,i,i,1.9,i,i
CN1CCN(c2ccc(S(=O)(=O)N3CCCCC3)cc2NC(=O)c2ccc(F)cc2F)CC1,i,i,i,i,16*,i,-9.02*,i,1.9,i,i
COc1cccc(C(=O)NN2CC(O)=C(c3nc4ccccc4s3)C2=N)c1,i,i,i,i,i,i,i,i,-1.7,i,i
NC(=O)c1c(NC(=O)c2ccccc2)sc2c1CCN(Cc1ccccc1)C2,i,i,i,i,i,i,i,i,-3.1,i,i
CC(=O)Nc1ccc(N2CCCC2)cc1,i,i,i,i,i,i,i,i,-15.1,i,i
CC1CC1C(=O)Nc1nc(-c2ccccc2)cs1 (centres undefined),i,i,i,i,i,i,i,i,-12.8,i,i
O=C(NCCN1CCOCC1)c1cc(Sc2ccc(F)cc2F)nc2ccccc12,i,i,i,i,i,i,i,i,-2.2,i,i
CN(C(=O)Cc1csc(-c2ccccc2)n1)c1c(N)n(Cc2ccccc2)c(=O)[nH]c1=O,i,i,i,i,i,i,i,i,8.5,i,i
Cc1nn(C)cc1/C=N/NC(=S)Nc1ccccc1,i,i,i,i,i,i,i,i,5.7,i,i
Cc1ccc2oc(-c3cccc(NC(=O)c4ccc(Br)o4)c3)nc2c1,i,i,i,i,i,i,i,i,20.6,i,i
# (further entries)
SMILES,TRPC6 act,TRPC4 block,TMEM16A act,MrgX1 antag,TRPC4 potent,MrgX1 ag,TRPC6 inhibitor,ANO1 block,SKKanGAS inh,MrgX1 allo act,TRPC4 act
O=C1C(=O)N(Cc2cccnc2)C(c2cccc([N+](=O)[O-])c2)/C1=C(\O)c1ccc2c(c1)OCCO2 (centres undefined),i,i,i,i,i,i,i,i,5.9,i,i
CCCN(CCC)c1nc(Cl)nc(NCc2ccco2)n1,i,i,i,i,i,i,i,i,2.0,i,i
Cn1c(N2CCN(S(=O)(=O)c3ccc(Cl)cc3)CC2)nc2ccccc21,i,i,i,i,i,i,i,i,-6.8,i,i
CCOC(=O)C1CCN(C(=O)c2ccccc2NS(=O)(=O)c2ccc(C)cc2)CC1,i,i,i,i,i,i,i,i,-2.6,i,i
O=C(NN=C1CCCCCCCCCCC1)c1cccnc1,i,i,i,i,i,i,i,i,0.3,i,i
O=C(C1CC1c1ccccc1)N1CCOCC1 (centres undefined),i,i,i,i,i,i,i,i,2.0,i,i
COc1cc2nc(C3CC3)n(NC(=O)c3ccc(F)cc3)c(=O)c2cc1OC,i,i,i,i,i,i,i,i,-0.4,i,i
CCN(CC)C(=O)Cc1c(OC)ccc2cc(Br)ccc12,i,i,i,i,i,i,i,i,11.3,i,i
COc1ccc(CCn2nnnc2C(C(C)C)N2CCC(C(N)=O)CC2)cc1OC (centres undefined),i,i,i,i,i,i,i,i,8.0,i,i
CC(=O)Oc1ccc(N(C(C)=O)S(=O)(=O)c2ccc3ccccc3c2)cc1,i,i,i,i,i,i,i,i,1.9,i,i
CC(C)C(OC(=O)c1ccccc1)c1nccc2ccccc12 (centres undefined),i,i,i,i,i,i,i,i,0.9,i,i
COc1ccc(CCn2c(-c3cc([N+](=O)[O-])cc([N+](=O)[O-])c3)nc3nc4ccccc4nc32)cc1OC,i,i,i,i,i,i,i,i,-5.8,i,i
Cc1ccc(NCC(=O)N/N=C/c2cc(O)ccc2[N+](=O)[O-])cc1,i,i,i,i,i,i,i,i,4.1,i,i
CCOC(=O)N1CCN(c2ncnc3c2cnn3-c2ccc(Cl)cc2)CC1,i,i,nt,nt,i,nt,i,nt,-2.6,nt,i
Cc1[nH]c2ccccc2c1C(=O)C(=O)NCc1ccco1,i,i,i,i,i,i,i,i,0.5,i,i
Cc1ccc2c(c1)NC(=O)C(CC(=O)NCCCN1CCN(c3cc(C)ccc3C)CC1)O2 (centres undefined),i,i,i,i,i,i,i,i,1.4,i,i
COc1ccc(N(CC(=O)NCCSC(C)(C)C)S(C)(=O)=O)c(OC)c1,i,i,i,i,i,i,i,i,-5.0,i,i

# Screening results (PubChem BioAssay)
